Screening results from PubChem.
PTHR1 agonist – PTHR1 (human) receptor agonism; Q03431; HEK293 GP2 PTHR1 cells, GloSensor cAMP luminescence, 1 h; Potency, µM (series often up to 115 µM), for inactives: at the top dose activation, hits mostly activators; 410,000 tested, 0.075% active; AID 743266; further: potency means the concentration at half of the fitted maximal effect; nearly all actives have a fitted effect of over 55% in size; some results filed as inactive show a strong effect at the top dose; inactives centre near -15; many of its hits are not listed in these tables
Target sequence (Q03431 whole entry, looked up): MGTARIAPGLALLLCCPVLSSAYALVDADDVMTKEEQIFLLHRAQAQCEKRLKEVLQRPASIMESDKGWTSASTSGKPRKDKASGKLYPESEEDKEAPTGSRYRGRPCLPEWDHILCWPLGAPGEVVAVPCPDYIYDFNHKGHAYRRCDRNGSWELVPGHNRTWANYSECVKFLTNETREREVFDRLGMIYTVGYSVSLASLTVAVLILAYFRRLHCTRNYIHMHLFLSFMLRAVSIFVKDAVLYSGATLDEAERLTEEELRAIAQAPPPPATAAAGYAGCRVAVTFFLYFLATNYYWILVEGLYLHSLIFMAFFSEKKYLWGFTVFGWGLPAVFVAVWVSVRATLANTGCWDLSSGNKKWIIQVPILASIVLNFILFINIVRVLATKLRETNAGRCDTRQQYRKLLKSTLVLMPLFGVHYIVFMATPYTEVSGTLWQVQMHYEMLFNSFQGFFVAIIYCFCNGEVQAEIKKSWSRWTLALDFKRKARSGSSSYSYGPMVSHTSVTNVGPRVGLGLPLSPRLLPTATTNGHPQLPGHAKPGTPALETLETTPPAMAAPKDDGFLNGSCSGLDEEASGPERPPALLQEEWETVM
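HEK-293-derived GP2 cells expressing PTHR1 and a GloSensor cAMP reporter, 3,000/well, plated overnight, given luciferin plus IBMX (each 0.5 mM as added) for 1 h at 37 °C, then compound for 1 h at 37 °C. Luminescence was read after 15 min at room temperature.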
EPAC1 ag – EPAC1 (human) agonism; EPAC1 agonist qHTS, biochemical assay; response scale: 100% = response to 6.5 mM cAMP; Potency, µM (titrated, usually from 154 µM), inactives show at the highest dose activation, most hits filed as activators; 360,000 tested, 0.073% active; O95398; further: potency means the concentration at half of the fitted maximal effect; nearly all actives have a fitted effect of over 60% in size
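Multi-concentration qHTS readout: loss of Rap1B-bound BODIPY-GDP fluorescence driven by 100 nM EPAC1 with excess GDP (50 uM), monitored kinetically at room temperature; agonist response expressed relative to 6.5 mM cAMP.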
PLK1 PBD inh – PLK1 (human) polo-box domain binding inhibition | Plk1 PBD binding of FITC phosphopeptide, fluorescence polarization | Potency, µM, for the others: max response, negative = inhibition, most hits filed as inhibitors | 360,000 tested, 2.8% active; further: potency means the concentration at half of the fitted maximal effect; series mostly up to about 57 µM; on the % scale 0 is the no-effect control and ±100 the full control effect; nearly all actives have a fitted effect of over 65% in size
GLP1R ag – activates the human GLP-1 receptor; HEK293 GLP-1R CRE-luciferase, luminescence, 4-6 h; cells express a hypersensitive GLP-1R form; Potency, µM (highest dose often 45.6 µM), without a hit: at the highest dose activation, most hits filed as activators; 380,000 tested, 0.007% active; AID 624172; further: potency means the concentration at half of the fitted maximal effect; % of control where 0% means no effect
GLP1R cytotox – cytotoxic in the GLP-1 receptor inverse agonist counter-screen; HEK293 cAMP-luciferase reporter cells, luminescence, 24 h; Potency, µM (doses to about 38.3 µM), without a hit: at the highest dose activity change, negative = inhibition, actives largely listed as inhibitors; 410,000 tested, 0.13% active;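 further: loss of luciferase light is scored as toxicity; potency means the concentration at half of the fitted maximal effect; on the % scale 0 is the no-effect control and ±100 the full control effect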
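To flag toxic compounds, the library was rerun on cells for 24 hr at 37 deg C and 5% CO2. Viability-linked luminescence was captured 12 min after adding luciferase detection reagent.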
PI5P4K alpha inh – blocks human PI5P4K alpha kinase activity | max response, % | PI5P4Kalpha enzyme, ADP-Glo luminescence, 60 min; active compounds read low | 330,000 tested, 1.2% active | AID 652105 | P48426; active means max response of -50% or lower; inconclusive means between -30% and -50%; inactive means -30% or higher; further: value at the top dose of about 77 µM; on the % scale 0 is the no-effect control and ±100 the full control effect
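Human PI5P4Kalpha with substrate in 0.038 M HEPES pH 7.4, 0.28 mM EGTA, 0.1% CHAPS, 5% DMSO; reaction started with 5 microM ATP (final), 60 min at room temperature. ADP formed read by ADP-Glo luminescence.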
EPAC1 antag – EPAC1 (human) antagonism. AID 720709. Potency, µM (doses to about 115 µM), inactives show at the top dose activity change, negative = inhibition, actives largely listed as inhibitors. O95398. 360,000 tested, 0.14% active. EPAC1 GEF assay, Rap1b-BODIPY-GDP exchange fluorescence;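 further: potency means the concentration at half of the fitted maximal effect; plate controls were vehicle for no effect and positive control for full effect; nearly all actives have a fitted effect of over 50% in size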
GLP-1R inv ag – inverse agonists of human GLP-1 receptor | Potency, µM (highest dose often 38.3 µM), inactives show top-dose activity change, negative = inhibition, hits mostly inhibitors | P43220 | 410,000 tested, 1.6% active | HEK293 GLP-1R CRE-luciferase, luminescence, 24 h; GLP-1R form is constitutively active; further: potency means the concentration at half of the fitted maximal effect; on the % scale 0 is the no-effect control and ±100 the full control effect; nearly all actives have a fitted effect of over 55% in size
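Assay principle: reduced luminescence from a cAMP-responsive reporter in HEK293 cells co-expressing a constitutively active GLP-1R. Conditions: 24 hr compound incubation, 37 deg C, 5% CO2.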
IL-2 act – IL-2 activation | IL-2 activation reporter assay, cell-based qHTS; stimulated with anti-CD3/CD4/CD28 beads; in transgenic mouse T cells | activation, % (series mostly up to about 46 µM) | 360,000 tested, 0.065% active | AID 652025; in the data active means activation above about 50%; inconclusive means mostly about 30% to 49%; further: 0% is about no effect
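Unstimulated transgenic mouse T cells; 60-min compound exposure; bead-based TCR/CD4/CD28 stimulation; 18 h culture, 37 degrees C; dual fluorescence (EGFP, DsRed) plate cytometry.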
An asterisk follows results filed as active; i = inactive; u = inconclusive; x = no result given; [ ] = remark or other dose. Unless noted, the call rests on the fitted dose curve; in most records, active means well fitted curve in the direction sought with a large enough effect; inconclusive means small, poorly fitted or top-dose-only effect, or another doubt; inactive means no such curve, though single readings can be large; an effect the other way counts as inactive or inconclusive. Some of the compounds tested; the hit share may differ from the screen's.

SMILES	PTHR1 agonist	EPAC1 ag	PLK1 PBD inh	GLP1R ag	GLP1R cytotox	PI5P4K alpha inh	EPAC1 antag	GLP-1R inv ag	IL-2 act
COC(=O)c1ccc(CSc2nc3cc(Cl)ccc3s2)o1	i	4%	0%	5%	3%	8	-5%	0%	-2.4
COc1ccc(Cl)cc1NC(=O)CN1CCN(S(=O)(=O)N2CCOCC2)CC1	i	5%	-5%	1%	13%	3	15%	1%	2.2
CCOC(=O)c1cnc2c(cnn2C)c1NCc1ccc(OC)cc1	i	-10%	6%	7%	-5%	6	-11%	46%[activator]	1.2
CCCCN(C(=O)COC(=O)c1sccc1C)c1c(N)n(CCC)c(=O)[nH]c1=O	i	-1%	5%	5%	-35%	1	17%	4%	-2.1
COc1ccc(-c2ccc(=O)n(Cc3c(F)cccc3Cl)n2)cc1	-46%[inhibitor]	-4%	-9%	u	26%	2	-3%	u	2.9
C[C@@H]1Cn2cnc(C(=O)Nc3ccc(CNC(=O)OC(C)(C)C)cc3)c2C(=O)N1	-28%	-3%	-11%	-6%	4%	4	-23%	10%	-2.6
COc1ccc(-n2ncc(C(=O)N3CCN(c4ccc(F)cc4)CC3)c2C)cc1	-28%	-7%	1%	1%	23%	0	-4%	10%	-2.0
CCOC(=O)c1c(CN(CC)CC)oc2cc(Br)c(O)cc12	23%	-15%	-19%	26%	3%	-3	-16%	10%	-2.7
N=c1c(C(=O)NCC2CCCO2)cc2c(=O)n3ccccc3nc2n1Cc1ccc(Cl)cc1 (stereo not drawn)	i	1%	-7%	-9%	171%[activator]	-3	-11%	52%[activator]	0.1
CCOc1ccc(C(C)=O)cc1CSc1nnc(-c2cccs2)n1CC1CCCO1 (stereo not drawn)	i	5%	u	5%	-16%	2	0%	-9%	-0.9
O=C(NCc1ccco1)C(=O)NCC1OCCCN1S(=O)(=O)c1ccc(F)cc1 (stereo not drawn)	-18%	4%	-1%	7%	-10%	2	-7%	-3%	-3.0
Cc1ccc(NC(=O)CSc2nnc(CCNC(=O)OC(C)(C)C)o2)c(C)c1	i	0%	4%	-9%	3%	0	13%	2%	0.8
COC(=O)c1c(C)[nH]c(C(=O)CC#N)c1C	i	-6%	-7%	17%	4%	-9	-17%	50%[activator]	1.0
O=C(N/N=C/c1ccco1)C(O)c1ccccc1 (stereo not drawn)	i	11%	-3%	0%	5%	-4	12%	4%	-0.5
COC(=O)[C@H](CCSC)NC(=O)Cn1cnc2c(SC)nc(N)nc21	i	1%	u	-3%	4%	-19	5%	10%	0.1
CCOC(=O)c1ccc(N2C(=O)c3[nH]nc(-c4ccc(OC)cc4)c3C2c2ccc(C)cc2)cc1 (stereo not drawn)	i	x	x	-5%	-9%	x	x	u	x
O=C(N/N=C/c1c(Cl)cccc1Cl)c1ccc(-n2cnnn2)cc1	i	7%	-3%	6%	7%	-18	-4%	13%	-0.3
COC(=O)c1cc(S(=O)(=O)NCC2CCN(CCc3ccc(OC)cc3)CC2)cn1C	-16%	13%	-10%	-5%	17%	5	9%	u	-0.1
CC(C)(C)[C@@H]1CCC(=O)N(CC[C@H](Sc2ccc(Br)cc2)c2ccccc2)CC1	-16%	-21%	-22%	-5%	22%	2	-15%	u	-0.6
COC(=O)CNC(=O)CSc1nnc2cc(C)c3ccccc3n12	i	11%	-7%	-1%	4%	5	1%	12%	-2.1
COc1ccc(Nc2nc(C)cc(C)c2C(N)=O)cc1OC	i	-6%	3%	-2%	-2%	3	0%	5%	-1.8
COC(=O)c1ccc(CN2CCCC(C(=O)Nc3ccc(-c4ccn[nH]4)cc3)C2)cc1 (stereo not drawn)	-19%	-3%	-3%	-24%	-18%	1	9%	-2%	-2.9
COC(=O)c1cc(OC)c(OC)cc1NC(=S)N1CCC(C(N)=O)CC1	-34%[inhibitor][57.5 µM]	4%	-8%	5%	15%	x	-3%	3%	3.4
O=C(COC(=O)c1cncc(Br)c1)Nc1ccc(N2CCCCC2)cc1	-18%	-6%	-1%	2%	1%	4	-23%	12%	2.4
COCCn1c(SCC(=O)NC(C)c2ccc(F)cc2)nc2ccccc21 (stereo not drawn)	-12%	-2%	-23%	18%	6%	0	14%	u	0.3

The results go on.
SMILES	PTHR1 agonist	EPAC1 ag	PLK1 PBD inh	GLP1R ag	GLP1R cytotox	PI5P4K alpha inh	EPAC1 antag	GLP-1R inv ag	IL-2 act
Nc1cccc(-c2nc3cc(S(=O)(=O)c4ccc5oc(-c6cccc(N)c6)nc5c4)ccc3o2)c1	-14%	-1%	1%	0%	-36%	x	15%	u	-1.6
Brc1ccc(-c2cn3cccnc3n2)cc1	-18%	2%	-8%	-1%	-24%	-4	1%	11%	1.4
COc1ccc(CN(Cc2cccn2C)S(=O)(=O)c2cccc(C(F)(F)F)c2)cc1	i	-1%	1%	-3%	-3%	9	-11%	u	-3.4
COc1ccc(NC(=S)NC(C)C(c2ccccc2)N2CCOCC2)cc1 (stereo not drawn)	i	15%	-17%	12%	0%	5	-30%	-13%	-1.0
CC(OC(=O)c1cc(S(=O)(=O)N2CCOCC2)ccc1F)C(=O)NC1CCCC1 (stereo not drawn)	i	13%	-9%	4%	1%	1	-4%	-4%	0.0
C=CCn1c(SCC(=O)Nc2ccc3c(c2)OCCO3)nc2cc(C(=O)O)ccc2c1=O	-14%	6%	-8%	-7%	18%	u	5%	-7%	-0.3
Cc1ccc(/C=C2/SC(=O)NC2=S)o1	-1%	24%	19µM*	-3%	0%	-93*	u	2%	-0.4
CC(C)[C@H](NC(=O)NCCc1ccc(Cl)cc1)C(=O)O	-6%[57.5 µM]	9%	-5%	3%	5%	x	-6%	3%	0.5
COc1ccc(NC(=O)CNC(=O)c2ccco2)cc1	-7%	10%	-8%	-1%	9%	6	7%	10%	-0.5
Cc1cccc(C)c1NC(=O)CNC(=O)c1ccc2ccccc2n1	-18%	8%	-8%	-2%	-8%	6	3%	8%	0.4
O=C(NC1CCCC1)C(C1CC1)n1c(C2CC2)nc2ccccc21 (stereo not drawn)	-49%[inhibitor]	12%	-9%	x	2%	0	-4%	-8%	-0.1
Cn1c(N)c(C(=O)COC(=O)c2ccc(C(F)(F)F)cc2)c(=O)n(C)c1=O	-33%[inhibitor]	-12%	5%	2%	-26%	0	-2%	-11%	1.6
Cc1ccc(S(C)(=O)=O)cc1C(=O)NC(C)C1CC2CCC1C2 (stereo not drawn)	-9%	4%	-2%	4%	-10%	0	13%	23%	-3.5
O=C(/C=C/c1ccc(F)cc1)Nc1ccc2[nH]c(=O)[nH]c2c1	-9%	1%	-17%	-3%	1%	-2	-2%	7%	-1.6
Cc1nonc1CC(=O)N1CCCC(C(=O)c2cccc(C(F)(F)F)c2)C1 (stereo not drawn)	-70%[inhibitor]	-13%	1%	-2%	-5%	1	13%	u	-0.1
CN(C)CCCNC(=O)c1ccc(Oc2ccccc2)cc1	26%	-5%	-21%	11%	22%	2	-5%	u	-2.9

Structures shown so far with bromine (4):
SMILES	PTHR1 agonist	EPAC1 ag	PLK1 PBD inh	GLP1R ag	GLP1R cytotox	PI5P4K alpha inh	EPAC1 antag	GLP-1R inv ag	IL-2 act
CCOC(=O)c1c(CN(CC)CC)oc2cc(Br)c(O)cc12	23%	-15%	-19%	26%	3%	-3	-16%	10%	-2.7
CC(C)(C)[C@@H]1CCC(=O)N(CC[C@H](Sc2ccc(Br)cc2)c2ccccc2)CC1	-16%	-21%	-22%	-5%	22%	2	-15%	u	-0.6
O=C(COC(=O)c1cncc(Br)c1)Nc1ccc(N2CCCCC2)cc1	-18%	-6%	-1%	2%	1%	4	-23%	12%	2.4
Brc1ccc(-c2cn3cccnc3n2)cc1	-18%	2%	-8%	-1%	-24%	-4	1%	11%	1.4

A second format for part of the listing above.
SMILES | PTHR1 agonist | EPAC1 ag | PLK1 PBD inh | GLP1R ag | GLP1R cytotox | PI5P4K alpha inh | EPAC1 antag | GLP-1R inv ag | IL-2 act
COc1ccc(Nc2nc(C)cc(C)c2C(N)=O)cc1OC | i | -6% | 3% | -2% | -2% | 3 | 0% | 5% | -1.8
COC(=O)c1ccc(CN2CCCC(C(=O)Nc3ccc(-c4ccn[nH]4)cc3)C2)cc1 (stereo not drawn) | -19% | -3% | -3% | -24% | -18% | 1 | 9% | -2% | -2.9
